Bioassay records (PubChem)
TSHR antag: Antagonists of the Thyroid Stimulating Hormone Receptor: HTS campaign; TSHR-expressing cells, TSH-stimulated cAMP HTRF, 2 h; active compounds read low; Thyrotropin receptor (Homo sapiens), P16473; AID 504810, 2011; 0.2% of 330,000 active; activity change, negative = inhibition, % at 11.5 µM;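 active = activity change below a set negative limit, meaning inhibition stronger than a set level, cut at about -70% in these data; inconclusive = activity change between two set negative limits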; note: % is set by controls: 0 for no effect and ±100 for the full control effect
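Competitive HTRF cAMP read-out (cryptate anti-cAMP antibody, cAMP-d2; 30 min, room temperature) in freshly harvested TSHR cells. Compounds added before TSH at EC80 (4nM final), followed by 2 hours' incubation at 37 deg C.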
S-ASM inh: Inhibitors of Secretory Acid Sphingomyelinase (S-ASM): qHTS; placental ASM, HMU-PC fluorogenic substrate, 60 min; 0.006% of 340,000 active; Potency, µM (top dose mostly 57.5 µM), without a hit: at the top dose activity change, negative = inhibition, most hits filed as inhibitors; AID 504937, 2011; note: potency is the fitted concentration of half-maximal effect
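HMU-PC0 cleavage (9 uM final) by human placental ASM, 60 min at 37 °C following 10 min compound exposure at RT; stopped at pH 10, fluorescence Ex 386/Em 447 nm.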
Integrin act MD: qHTS for Activators of Integrin-Mediated Alleviation for Muscular Dystrophy. alpha7betagal myoblasts, beta-gal FDG fluorescence, 48 h. 0.064% of 350,000 active. Potency, µM (doses to about 38.3 µM), without a hit: at the top dose activation, hits mostly activators. AID 624291, 2012;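 note: potency is the fitted concentration of half-maximal effect; 100% = response of the positive control SU9516; nearly all actives have a fitted effect of over 60% in size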
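alpha7betagal+/- myoblasts (passage 13, 250/well) treated 48 h at 37C with compounds at 1:260 dilution of DMSO stock. Lysed, then beta-galactosidase activity read as FDG fluorescence (ex 480/em 540) after 30 min, with pre-read for autofluorescence.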
CXXC DNA block: qHTS Fluorescence Polarization Assay for Inhibitors of MLL CXXC domain - DNA interaction. Histone-lysine N-methyltransferase 2A (Homo sapiens), Q03164. MLL-CXXC / FITC-HOXA9 DNA fluorescence polarization. Potency, µM (top dose mostly 115 µM), without a hit: top-dose activity change, negative = inhibition, most hits filed as inhibitors. 0.037% of 290,000 active; active = well fitted inhibition curve with a large enough effect in the polarisation, with a control signal flat, not every such curve was filed as active; inconclusive = small, poorly fitted or top-dose-only effect, or effect the other way, or a change in a side signal; inactive = no such curve, though single readings can be large or run the other way; the % refers to the polarisation; note: potency is the fitted concentration of half-maximal effect
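Fluorescence polarization: 7 uM MLL-CXXC (stock) preincubated 5 min with compounds, then 50 nM fluorescein-HOX-A9 DNA (stock) added; 30 min ambient. Buffer 50 mM Tris-HCl pH 7.5, 50 mM NaCl, 1 mM DTT, 0.05% BSA.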
MBNL1 CUG block: qHTS Assay for Inhibitors of MBNL1-poly(CUG) RNA binding; Muscleblind-like protein 1 (Homo sapiens), Q9NR56; TR-FRET MBNL1-His/biotin-(CUG)12 binding, 665/545 ratio; Potency, µM (titrated, usually from 57.5 µM), for inactives: at the highest dose activity change, negative = inhibition, usual class: inhibitors; 0.036% of 280,000 active; active = well fitted inhibition curve with a large enough effect in the signal ratio, with a control signal flat, not every such curve was filed as active; inconclusive = small, poorly fitted or top-dose-only effect, or effect the other way, or a change in a side signal; inactive = no such curve, though single readings can be large or run the other way; the % refers to the signal ratio; note: potency is the fitted concentration of half-maximal effect; % is set by controls: 0 for no effect and ±100 for the full control effect
Target sequence (Q9NR56 whole entry, looked up): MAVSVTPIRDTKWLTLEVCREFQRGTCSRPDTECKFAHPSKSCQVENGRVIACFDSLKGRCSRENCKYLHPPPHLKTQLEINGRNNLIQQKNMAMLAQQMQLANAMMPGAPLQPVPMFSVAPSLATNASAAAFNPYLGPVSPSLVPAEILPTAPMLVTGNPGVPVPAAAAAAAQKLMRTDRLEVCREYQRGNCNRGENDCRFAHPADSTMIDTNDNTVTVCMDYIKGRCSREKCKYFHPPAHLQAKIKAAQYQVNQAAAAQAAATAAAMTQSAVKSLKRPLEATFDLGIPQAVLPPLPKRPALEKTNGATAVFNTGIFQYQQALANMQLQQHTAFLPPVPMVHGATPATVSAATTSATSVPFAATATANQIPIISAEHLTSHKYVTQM
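TR-FRET between His-tagged MBNL1 and biotin-(CUG)12 RNA, detected with Tb anti-His antibody (0.055 ng/ul) and streptavidin-XL665 (5 nM), 60 min at room temperature. Compounds titrated 92 nM to 58 uM; 665/545 nm ratio normalized to buffer and complex controls.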
A-T KAP1 phos: qHTS Assay for Identifying a Potential Treatment of Ataxia-Telangiectasia. […] A-T fibroblasts, KAP-1 phosphorylation AlphaLISA; neocarzinostatin DNA damage 30 min before lysis. Potency, µM (titrated, usually from 57.5 µM), for inactives: top-dose activation, most hits filed as activators. 0.19% of 320,000 active; note: potency is the fitted concentration of half-maximal effect; % of control where 0% means no effect; nearly all actives have a fitted effect of over 45% in size
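ATM-like activity read as KAP-1 phosphorylation via AlphaLISA donor/acceptor antibody pairs after lysis and 6 hr at 25C. Cells were ATM-null patient fibroblasts ([…], hTERT), dosed 60 min, then exposed to the DSB inducer NCS for 30 min.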
TCR activator: Activators of T cell receptors: qHTS campaign | primary human leukocytes, anti-CD3, IL-2 HTRF, 48 h | Potency, µM (titrated, usually from 9.22 µM), for the others: top-dose activation of IL-2 secretion, usual class: activators | 330,000 tested, under 10 active | AID 504894, 2011; note: % of control where 0% means no effect
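IL-2 produced over 48 hr by a-CD3 bead-stimulated primary human leukocytes exposed to compounds was detected with a homogeneous time-resolved FRET immunoassay, 665nm acceptor signal after 320nm excitation.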
Menin MLL FP TR: qHTS Assay for Inhibitors Targeting the Menin-MLL Interaction in MLL Related Leukemias: Competition With Texas Red Labeled MLL-derived Mutant Peptide | Menin + Texas Red MLL mutant peptide, fluorescence polarization | Potency, µM (series often up to 61.6 µM), for the others: at the top dose FP activity change, negative = inhibition, hits mostly inhibitors | 0.23% of 270,000 active | O00255; active = well fitted inhibition curve with a large enough effect in the polarisation, with a control signal flat, not every such curve was filed as active; inconclusive = small, poorly fitted or top-dose-only effect, or effect the other way, or a change in a side signal; inactive = no such curve, though single readings can be large or run the other way; the % refers to the polarisation; note: potency is the fitted concentration of half-maximal effect; % of control where 0% means no effect; many of its hits are not listed in these tables
Target sequence (O00255 whole entry, looked up): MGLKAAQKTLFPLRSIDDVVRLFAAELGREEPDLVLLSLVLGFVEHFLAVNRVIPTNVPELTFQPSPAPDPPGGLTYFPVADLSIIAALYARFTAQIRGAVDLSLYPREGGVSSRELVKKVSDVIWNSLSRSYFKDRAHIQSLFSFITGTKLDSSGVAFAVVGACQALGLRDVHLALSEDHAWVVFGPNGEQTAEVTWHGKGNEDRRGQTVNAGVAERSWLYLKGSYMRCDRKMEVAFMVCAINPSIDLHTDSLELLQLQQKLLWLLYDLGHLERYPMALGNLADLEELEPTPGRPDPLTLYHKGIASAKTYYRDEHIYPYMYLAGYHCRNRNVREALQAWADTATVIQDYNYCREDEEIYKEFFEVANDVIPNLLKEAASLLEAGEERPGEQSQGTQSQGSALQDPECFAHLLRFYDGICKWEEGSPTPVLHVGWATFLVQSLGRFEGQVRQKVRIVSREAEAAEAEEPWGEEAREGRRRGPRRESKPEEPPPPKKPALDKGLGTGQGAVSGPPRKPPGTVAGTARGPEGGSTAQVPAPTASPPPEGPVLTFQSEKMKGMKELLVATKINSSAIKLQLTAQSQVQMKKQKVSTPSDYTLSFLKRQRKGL
Mito fusion act: qHTS Assay for Small Molecule Inhibitors of Mitochondrial Division or Activators of Mitochondrial Fusion; S. cerevisiae fusion-defective mutant growth rescue, CellTiterGlo 48 h; Potency, µM (titrated, usually from 46.1 µM), for the others: at the highest dose growth rescue (activation), most hits filed as activators; 0.23% of 320,000 active; AID 485298, 2010;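 note: potency is the fitted concentration of half-maximal effect; % of control where 0% means no effect; nearly all actives have a fitted effect of over 45% in size; temperature-sensitive fusion mutants such as fzo1-1 at 37 °C on non-fermentable ethanol glycerol medium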
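Growth-rescue viability read-out: after 48 h at the non-permissive 37C in glycerol/ethanol YPEG, yeast mitochondrial fusion mutants are measured by CellTiterGlo luminescence; compounds (23 nl pinned per well) restoring growth score as division inhibitors or fusion activators.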
TSG101-PTAP inh: qHTS Assay for Iinhibitors of HIV-1 Budding by Blocking the Interaction of PTAP/TSG101; 340,000 tested, under 10 active; AID 493005, 2010; Fluorescence polarization, FITC-PTAP peptide / Tsg101 binding; Potency, µM (doses to about 115 µM), for inactives: at the highest dose activity change, negative = inhibition, usual class: inhibitors; Tumor susceptibility gene 101 protein (Homo sapiens), Q99816; active = well fitted inhibition curve with a large enough effect in the main read-out, with a control signal flat, not every such curve was filed as active; inconclusive = small, poorly fitted or top-dose-only effect, or effect the other way, or a change in a side signal; inactive = no such curve, though single readings can be large or run the other way; note: potency is the fitted concentration of half-maximal effect; % of control where 0% means no effect
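Steps: Tsg101 binding domain dispensed (10 uM final), compounds pinned in DMSO, FITC-labeled PTAP-motif peptide added (50 nM final); after 20 min binding at room temperature, polarization measured.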
Starred values were filed as active, the others as inactive; [ ] = remark or other dose. Unless noted, calls come from the whole dose curve; as a rule, active = well fitted curve in the direction sought with a large enough effect; inconclusive = small, poorly fitted or top-dose-only effect, or another doubt; inactive = no such curve, though single readings can be large; an effect the other way counts as inactive or inconclusive.

Screening CCOC(=O)C1CCCN(C(=O)COC(=O)c2cccs2)C1 (configuration not stated) returned TSHR antag -3, S-ASM inh -1%, Integrin act MD 0%, A-T KAP1 phos 20%, TCR activator -1% and TSG101-PTAP inh -1%.
Screening Cc1ccc(CCNC(=O)c2coc3nc4ccccc4nc23)cc1 returned TSHR antag -7, S-ASM inh 96%[activator], Integrin act MD 6%, CXXC DNA block -14%, MBNL1 CUG block 5%, A-T KAP1 phos -5%, TCR activator 3%, Menin MLL FP TR inconclusive, Mito fusion act 0% and TSG101-PTAP inh -2%.
`O=C1C(C2=C(O)c3ccccc3C2=O)=Nc2ccccc21` gave TSHR antag 3, S-ASM inh -2%, Integrin act MD -43%, CXXC DNA block inconclusive, MBNL1 CUG block inconclusive, A-T KAP1 phos 11%, TCR activator -2%, Menin MLL FP TR inconclusive, Mito fusion act 0% and TSG101-PTAP inh -6%.
Screening COc1cccc(NC(=O)c2ccc(NC(=O)C(C)C)cc2)c1 returned TSHR antag 13, S-ASM inh -1%, Integrin act MD 11%, CXXC DNA block 0%, MBNL1 CUG block 4%, A-T KAP1 phos 4%, TCR activator -2%, Menin MLL FP TR 12%, Mito fusion act 0% and TSG101-PTAP inh -5%.
O=C(N1CCCC1)C12CC3CC(CC(C3)C1)C2 was read as TSHR antag -2, S-ASM inh 0%, Integrin act MD 0%, CXXC DNA block -2%, MBNL1 CUG block 4%, A-T KAP1 phos 2%, TCR activator 2%[46.1 µM], Menin MLL FP TR 11%, Mito fusion act -1% and TSG101-PTAP inh -3%.
CC1=N/C(=C/c2ccco2)C(=O)O1 was read as TSHR antag 0, S-ASM inh -2%, Integrin act MD 1%, CXXC DNA block 6%, MBNL1 CUG block 1%, A-T KAP1 phos -1%, TCR activator 6%, Menin MLL FP TR 9%, Mito fusion act -3% and TSG101-PTAP inh -1%.
`CCOc1ccc(-c2nnc3ccc(SC)nn23)cc1` gave TSHR antag 6, S-ASM inh 0%, Integrin act MD 4%, CXXC DNA block 1%, MBNL1 CUG block -8%, A-T KAP1 phos -2%, TCR activator 1%, Mito fusion act -2% and TSG101-PTAP inh -7%.
c1ccc(NC2=NCCN2CCCC2CCCC2)cc1 was read as TSHR antag 0, S-ASM inh 0%, Integrin act MD 14%, A-T KAP1 phos 8%, TCR activator -4%, Mito fusion act -6% and TSG101-PTAP inh -1%.
For Cc1cc(C)n2nc(CC(=O)NCc3ccc(F)cc3)nc2n1 the results were TSHR antag 14, S-ASM inh 1%, Integrin act MD 6%, CXXC DNA block 4%, MBNL1 CUG block -2%, A-T KAP1 phos -3%, TCR activator -5%[46.1 µM], Menin MLL FP TR -7%, Mito fusion act -12% and TSG101-PTAP inh -5%.
`CCOC(=O)/C=C/c1nc(C(=O)OCC)c(C)c(=O)[nH]1` gave TSHR antag -5, S-ASM inh -1%, Integrin act MD -2%, CXXC DNA block -19%, MBNL1 CUG block 0%, A-T KAP1 phos -13%, TCR activator -24%, Menin MLL FP TR -19%, Mito fusion act -12% and TSG101-PTAP inh -4%.
CCN(CC)S(=O)(=O)c1ccc2c(c1)nc(CCC(=O)Nc1ccc3c(c1)OCO3)n2C was read as TSHR antag -7, S-ASM inh -1%, Integrin act MD 9%, CXXC DNA block 0%, MBNL1 CUG block 3%, A-T KAP1 phos -2%, TCR activator 0%[46.1 µM], Menin MLL FP TR 0%, Mito fusion act -5% and TSG101-PTAP inh -2%.
OCCC1CN(Cc2cccs2)CCN1Cc1ccccc1 (configuration not stated) was read as TSHR antag -1, S-ASM inh 0%, Integrin act MD 8%, CXXC DNA block 0%, MBNL1 CUG block 1%, A-T KAP1 phos 0%, TCR activator 1%, Menin MLL FP TR -16%, Mito fusion act -3% and TSG101-PTAP inh 1%.
Cc1ccc(C)c(NC(=S)N2CCC(N(C)CC3CCCO3)CC2)c1 (configuration not stated) was read as TSHR antag 8, S-ASM inh -1%, Integrin act MD 3%, CXXC DNA block 11%, MBNL1 CUG block 0%, A-T KAP1 phos 5%, TCR activator 8%, Menin MLL FP TR 11%, Mito fusion act -5% and TSG101-PTAP inh 1%.
CCN(CC(=O)Nc1ccc(OC)cc1)C(=O)c1ccc(OCc2c(C)noc2C)cc1 was read as S-ASM inh -4%, Integrin act MD 0%, TCR activator 4% and TSG101-PTAP inh -5%.
COc1ccccc1NC(=O)c1ccccc1C(=O)Nc1ccccc1OC was read as TSHR antag 43, Integrin act MD 24%, CXXC DNA block 11%, MBNL1 CUG block 4%, A-T KAP1 phos -2%, TCR activator 0%, Menin MLL FP TR 3%, Mito fusion act -1% and TSG101-PTAP inh -1%.
Screening C[C@]12c3[nH]c4ccc(Cl)cc4c3CCN1C(=O)[C@@H](CC(=O)NCCCn1ccnc1)C[C@@H]2C(=O)N1CCCCC1 returned TSHR antag -6, S-ASM inh 0%, Integrin act MD -3%, A-T KAP1 phos 3%[11.5 µM], TCR activator 4%[46.1 µM] and TSG101-PTAP inh -5%.
Screening COc1ccc2ccccc2c1/C=N/NC(=S)Nc1cc(S(=O)(=O)N2CCOCC2)ccc1N1CCOCC1 returned TSHR antag 11, S-ASM inh 137%[activator], Integrin act MD 20%, CXXC DNA block 10%, MBNL1 CUG block 12%, A-T KAP1 phos -1%, TCR activator -3%[46.1 µM], Menin MLL FP TR -22%, Mito fusion act -9% and TSG101-PTAP inh -3%.
Screening CC(C)C(c1nnnn1C1CCCC1)N1CCC(C(N)=O)CC1 (configuration not stated) returned TSHR antag 0, S-ASM inh 3%, Integrin act MD 7%, CXXC DNA block 10%, MBNL1 CUG block 2%, A-T KAP1 phos 5%, Menin MLL FP TR 16%, Mito fusion act 5% and TSG101-PTAP inh -2%.
CCCc1ccc2oc(C(=O)N(Cc3ccncc3)CC3CCCO3)c(C)c2c1 (configuration not stated) was read as TSHR antag -16, S-ASM inh -6%, Integrin act MD inconclusive, CXXC DNA block 23%, MBNL1 CUG block 1%, A-T KAP1 phos -2%, TCR activator 3%, Mito fusion act 6% and TSG101-PTAP inh 0%.
`O=C(COC(=O)COc1ccccc1)Nc1cccnc1Cl` gave S-ASM inh 2%, Integrin act MD 5%, A-T KAP1 phos 4%, TCR activator -4% and TSG101-PTAP inh -4%.
N#CCCN(C(=O)COC(=O)CCNS(=O)(=O)c1ccccc1)c1ccccc1 was read as TSHR antag 23, S-ASM inh -1%, Integrin act MD 0%, A-T KAP1 phos 4%, TCR activator 2%, Mito fusion act -3% and TSG101-PTAP inh -5%.
`CCC1(CC)C(=O)C2=C3C1[C@H](C(=O)OC)C=C(C(=O)OC)C[C@H]3[C@H]1C(=O)N(Cc3ccccc3)C(=O)[C@H]1[C@H]2C` (some centres not stated) gave S-ASM inh 0%, Integrin act MD 13%, TCR activator 3%, Menin MLL FP TR -2% and TSG101-PTAP inh -3%.
`Cc1cc(C(=O)CCC(=O)Nc2ccc(S(N)(=O)=O)cc2)c(C)s1` gave TSHR antag 19, S-ASM inh -3%, Integrin act MD 0%, A-T KAP1 phos -7%, Mito fusion act 0% and TSG101-PTAP inh -4%.
CC(C)CC(NC(=O)C(NC(=O)OC(C)(C)C)C(C)C)C(=O)N1CCCC1C(N)=O (configuration not stated) was read as TSHR antag -12, S-ASM inh 0%, Integrin act MD 11%, CXXC DNA block 4%, MBNL1 CUG block 8%, A-T KAP1 phos -3%, TCR activator -15%, Menin MLL FP TR -1%, Mito fusion act -1% and TSG101-PTAP inh -2%.

The list is partial; rates above refer to the full screens.
